HepG2 viability: HepG2 cytotoxicity, counter-screen for TGF-b inhibitors; Potency, µM (series often up to 46.1 µM), without a hit: top-dose activity change, negative = cytotoxicity, usual class: cytotoxic; 410,000 tested, 0.76% active; HepG2 CAGA-GFP viability, ATP luminescence, 18 h; AID 588856; also: potency is read from the fitted curve at half-maximal effect; some results filed as inactive show a strong effect at the top dose
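HepG2 CAGA-GFP cells (1000/well, DMEM with 1% FBS) received compound, then TGF-beta at 500 pg/mL final, and were incubated 18 hours at 37 degrees C. Viability was read by CellTiter-Glo luminescence. Media-only wells were set as complete cell-killing and DMSO as no toxicity.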
Abeta yeast res: compounds reversing amyloid beta toxicity in yeast. Potency, µM (highest dose often 46.1 µM), for the others: top-dose growth rescue, hits mostly activators. 410,000 tested, 0.063% active. AID 1347071. yeast expressing A-beta42, growth rescue, OD600, 48 h; response scale: 0% DMSO, 100% iron-clioquinol control; also: potency is read from the fitted curve at half-maximal effect; nearly all actives have a fitted effect of over 55% in size
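Growth rescue measured by 600 nm absorbance after 48 h yeast culture at 30 C with compound. Values normalized between DMSO and an equimolar ferric chloride plus clioquinol control.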
Mm-Cpn inhibitor: inhibitors of Methanococcus maripaludis chaperonin (MmCpn); purified Mm-Cpn ATPase, ADP Transcreener TR-FRET; Potency, µM (titrated, usually from 76.9 µM), without a hit: top-dose activity, negative = inhibition, hits mostly inhibitors; 330,000 tested, 0.031% active; AID 504842; also: potency is read from the fitted curve at half-maximal effect; % is scaled to controls: 0 for no effect and ±100 for the full control effect; nearly all actives have a fitted effect of over 80% in size
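Measured: ADP formation by purified Mm-CPN. Conditions: 25 nM protein, 10 uM ATP, Tris pH 7.4 with Mg2+, K+ and DTT, 37°C for 30 min. Detection: Transcreener HTRF after 30 min at room temperature.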
Akt phos inh: inhibitors of Akt phosphorylation. activity change, % for hits at 50 µM. 360,000 tested, 0.32% active. Neuro2A IGF-stimulated pAkt S473 HTRF, 20 min; active compounds read low; in the data active = activity change below about -80%; inconclusive = mostly about -51% to -80%; also: % is scaled to controls: 0 for no effect and ±100 for the full control effect
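Neuro2A cells (4,500/well, DMEM with 0.5% FBS) were treated with compound at a single 50 µM final concentration, stimulated with 6 nM IGF for 20 min at 37 °C, and lysed. Phospho-Akt Ser473 was read by HTRF as 665/615 ratio ×10^4.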
CCT chaperon mod: modulators of cytosolic chaperonin (CCT/TRiC) activity. activity change, % (no concentration beside the values), hits read low. 360,000 tested, 0.3% active. AID 651819. purified chaperonin ATPase assay, HTRF ADP detection, 30 min; in the data active = activity change below about -30%; also: % is scaled to controls: 0 for no effect and ±100 for the full control effect
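Enzyme 40 or 20 nM (batch-dependent) in Tris pH 7.4/KCl/MgCl2/DTT; cpd 76 uM single point; ATP 10 uM; 30 min 37 °C; Transcreener ADP HTRF detection, 30 min RT; ratio 665/615.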
A549 viability: A549 cytotoxicity, counter-screen for Nrf2 inhibitors. A549 ARE-Fluc cells, CellTiter-Fluor viability, 18-24 h. Potency, µM (doses to about 46 µM), inactives show at the highest dose activity change, negative = cytotoxicity, actives largely listed as inhibitors. 390,000 tested, 0.16% active; also: potency is read from the fitted curve at half-maximal effect; % is scaled to controls: 0 for no effect and ±100 for the full control effect
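A549 ARE-Fluc cells in 5% FBS OPTI-MEM, 5000 cells/well, rested 2 h then exposed to compounds in concentration-response for 18-24 h at 37 °C. Viability by CellTiter-Fluor fluorescence (Ex 405/Em 525) after 30 min; luciferase luminescence (BugLite, 15 min, RT) read afterwards.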
TGFb inhibitor: TGF-b pathway inhibition | Potency, µM (highest dose often 46.1 µM), inactives show at the top dose activity, negative = inhibition, hits mostly inhibitors | AID 588855 | 410,000 tested, 1.2% active | HepG2 CAGA-GFP TGF-b/SMAD3 reporter, GFP fluorescence, 18 h; TGF-beta stimulated, 500 pg/mL final; also: potency is read from the fitted curve at half-maximal effect; % is scaled to controls: 0 for no effect and ±100 for the full control effect; nearly all actives have a fitted effect of over 65% in size
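HEPG2 CAGA-GFP, 1000 cells/well; 2 h settle, 37 C; cpd via pin tool; TGF-b 500 pg/mL final; 18 h, 37 C; GFP imaging ex488/em500-530; %Activity normalised to -TGF-b and +DMSO controls; CRC fit, curve class.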
Nrf2 block: Nrf2 pathway inhibition; 360,000 tested, 2.1% active; A549 ARE-Fluc reporter, luciferase luminescence, 18-24 h; Potency, µM (doses to about 46 µM), for the others: top-dose activity change, negative = inhibition, hits mostly inhibitors; AID 504444; also: potency is read from the fitted curve at half-maximal effect; % is scaled to controls: 0 for no effect and ±100 for the full control effect; nearly all actives have a fitted effect of over 60% in size
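In this cell-based qHTS, ARE-driven firefly luciferase in A549 cells reports Nrf2 activity; the luminescent signal after BugLite lysis is the measured value, with a prior CellTiter-Fluor read for cell health.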
Nrf2 ARE act: activates Nrf2 signaling. AREc32 ARE-luciferase reporter (MCF7-derived line), luminescence, 24 h. Potency, µM (titrated, usually from 46.1 µM), without a hit: at the top dose activation, actives largely listed as activators. 410,000 tested, 0.31% active. AID 624171; also: potency is read from the fitted curve at half-maximal effect; % of control where 0% means no effect; nearly all actives have a fitted effect of over 65% in size
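AREc32_Fluc, 1000 cells/well, OPTI-MEM + 5% FBS, o/n 37 deg C 5% CO2; 23 nL cpd by pin tool, 24 hr; Steady-Glo 30 min RT, luminescence.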
Numbers without * were called inactive; i = inactive; ? = inconclusive; . = not tested or not shown; & = joins results of further samples; [ ] = another dose, or the depositor's remark. Unless noted, calls follow the shape of the dose curve; as a rule, active = well fitted curve in the direction sought with a large enough effect; inconclusive = small, poorly fitted or top-dose-only effect, or another doubt; inactive = no such curve, though single readings can be large; an effect the other way counts as inactive or inconclusive.

Results follow in this order: Abeta yeast res	HepG2 viability	Nrf2 block	A549 viability	TGFb inhibitor	CCT chaperon mod	Akt phos inh	Mm-Cpn inhibitor	Nrf2 ARE act
1	COc1ccc(F)cc1S(=O)(=O)n1cc(C)nc1-c1ccccc1
    6%	8%	3%	-5%	-1%	3.9	i	0%	-0.4%
2	COc1ccc(CC/C(C)=N\NC(N)=O)cc1
    0%	9%	3%	-7%	-13%	0.6	i	0%	-0.4%
3	COc1ccc(C(=O)OCC(O)COC(=O)c2ccc(OC)cc2)cc1
    16%	6%	?	-16%	5%	0.3	i	.	2.3%
4	NC(=O)CSc1nnc(-c2ccoc2)o1
    1%	-17%	2%	-3%	2%	0.8	i	1%	0.1%
5	COC(=O)c1c(NC(=O)COc2ccc(OC)cc2)sc2c1CCC(C)C2 (centres undefined)
    10%	-100%	-11%	5%	13µM*	.	.	.	-5.5%
6	CCc1noc(C)c1C(=O)Nc1ccc(C)c(S(=O)(=O)N2CCCCCC2)c1
    17%	-25%	?	0%	?	0.5	i	3%	2.3%
7	COc1ccc(S(=O)(=O)NCCc2nnc3ccc(SCC(=O)Nc4ccccc4C)nn23)cc1
    -11%	-25%	2%	6%	17%	.	.	.	0.2%
8	CCn1c(=O)c2ccccc2n2c(SCC(N)=O)nnc12
    -6%	2%	-3%	-3%	4%	1.1	i	0%	0.3%[9.22 µM]
9	NC(=O)/C(N=Nc1ccccc1)=N/Nc1ccccc1
    10%	-2%	5%	0%	5%	-0.1	i	1%	4.9%
10	CCOC(=O)C1(C)CCCCCN1C(=O)c1ccc(OC)c(C(F)(F)F)c1 (centres undefined)
    11%	-6%	.	.	-8%	2.2	i	.	0.1%
11	COc1cc(C)c(Cl)cc1S(=O)(=O)n1ccnc1
    22%	-4%	-4%	1%	5%	1.5	i	4%	-0.1%
12	COC(=O)Cn1c(=NC(=O)CSCC(=O)Nc2cc(C)on2)sc2cc(C(=O)OC)ccc21
    -1%	-8%	-3%	-7%	-2%	1.1	i	0%	-0.7%
13	C#Cc1ccc([C@@H]2C=C(C(=O)NC3CC3)O[C@H](OCc3ccc(CO)cc3)C2)cc1
    1%	-6%	19%	-5%	-3%	-1.9	i	.	-0.6%
14	COc1ccc(CC(N)c2csc(Nc3ncccn3)n2)cc1 (centres undefined)
    0%	-7%	.	.	-27%	-3.1	i	.	-1.1%[9.22 µM]
15	C=CCOc1ccc(C2/C(=C(/O)c3ccc4c(c3)CC(C)O4)C(=O)C(=O)N2CCCN2CCOCC2)cc1 (centres undefined)
    -12%	-7%	0%	-1%	13%	1.8	i	2%	3.8%
16	S=c1sc2c(N3CCN(Cc4ccccc4)CC3)ncnc2n1-c1ccccc1
    9%	1%	.	1%	3%	0.9	i	1%	-0.1%
17	CCOc1cnc(-c2ccc(OC)cc2)o1
    5%	-16%	.	-3%	-16%	0.0	i	0%	4.7%
18	COc1ccc2[nH]cc(/C=C/C(=O)c3ccccc3)c2c1
    16%	-20%	?	-19%	?	-4.3	i	2%	?
19	O=C(COc1ccc2oc3c(c2c1)CCCC3)Nc1cccc(Br)c1
    -16%	-17%	-23%	1%	?	.	.	.	-0.3%
20	N#Cc1ccc(-c2cccnc2)nc1SCc1ccc(Cl)c(Cl)c1
    -12%	6%	23µM*	-15%	10%	0.7	i	?	8.2%
21	CC(C)c1cc(Br)ccc1OCCCN1C(=O)NC(C)(C)C1=O
    7%	-53%	0%	3%	?	-4.0	i	3%	4.8%
22	COCc1nnc(NS(=O)(=O)c2ccc([N+](=O)[O-])cc2)s1
    -1%	-14%	-10%	-2%	2%	-2.0	i	1%	-0.2%
23	Cc1ccc(OCC(=O)Nc2c(C)ccc3nsnc23)cc1
    .	-17%	-12%	0%	-21%	1.4	i	1%	-0.3%
24	COc1ccc(C(=O)Nc2ccccc2C(=O)Nc2cccc(C)n2)cc1
    -11%	0%	-9%	-2%	11%	2.5	i	-10%	5.6%
25	Cc1ccc(Cn2c3ccccc3c3cn[nH]c(=O)c32)cc1
    -8%	-34%	-12%	5%	-10%	-0.5	i	3%	0.0%
26	CCOc1ccc2[nH]c3c(c2c1)CNCC3
    -11%	-12%	0%	-4%	-17%	-5.5	i	-1%	0.9%
27	c1ccc(-c2ccccc2OCCN2CCOCC2)cc1
    14%	4%	2%	-5%	8%	-0.8	i	-1%	0.3%
28	Oc1[nH]c2ccc(Br)cc2c1N=NC(=S)Nc1ccc(F)cc1
    26%	-65%	?	-28%	10µM*	0.5	i	2%	14%
29	COC(=O)CSc1ncc(C#N)c(N)n1
    -8%	-17%	?	1%	-3%	0.7	i	-1%	4.1%
30	COc1ccc(CCNC(=O)Cn2c(=O)cc(C(F)(F)F)c3c(C)nn(C)c32)cc1OC
    -14%	-33%	-19%	6%	-4%	.	.	.	-0.2%
31	CC(=O)Oc1ccc(-c2cccc(C(=O)NCCO)c2)cc1
    -16%	7%	3%	0%	8%	-4.4	i	-1%	-0.1%
32	CCn1nc(C(=O)Nc2nc3ccccc3[nH]2)c2ccccc2c1=O
    19%	-16%	-18%	10%	?	-2.4	i	0%	0.4%
33	CN(Cc1ccccc1)C(=O)COC(=O)c1ccc2ccccc2n1
    -2%	-8%	18%	-6%	-16%	2.0	i	0%	9.2%
34	CN1CCN(S(=O)(=O)c2cccc(C(=O)Nc3cccc([N+](=O)[O-])c3)c2)CC1
    -1%	-3%	?	-7%	-3%	0.5	i	.	4.3%
35	COc1cc(C(CC(=O)Nc2cc(C)ccn2)N2Cc3ccccc3C2=O)cc(OC)c1OC (centres undefined)
    -2%&-4%	-20%&0%	2%&27%	-3%&1%	-2%&4%	0.3	i	1%	-0.6%&0.3%
36	COc1ccc(NC(=S)NNC(=O)CNc2ccc(Cl)cc2)cc1
    7%	-15%	-1%	-1%	?	-1.4	i	1%	3.7%
37	CC(=O)c1cc2c(cc1N/C(=N/S(=O)(=O)c1ccc(F)cc1)c1ccccc1)OCO2
    -19%	-55%	.	18%	?	.	.	.	0.6%
38	COC(=O)C1=C(C)N(Cc2ccccc2)C(=NCc2cc(OC)c(OC)c(OC)c2)N[C@H]1CCc1ccccc1
    5%	-27%	-2%	0%	-8%	-0.8	i	0%&3%	-0.3%
39	CC(=O)Nc1ccc(NC(=O)CCC(=O)c2ccc(C)cc2)cc1
    -8%	-1%	.	-12%	-6%	.	.	.	-1.2%
40	O=C(O)c1cc(C(=O)O)c(-c2ccccc2)c(C(=O)O)c1
    3%	-5%	1%	-1%	?	1.3	i	2%	-0.5%
41	O=C(c1ccco1)n1nc(-c2ccco2)nc1SCc1ccccc1
    14%	-4%	17%	-1%	-9%	-2.2	i	-2%	0.7%
42	CCc1nc(N2CCC(C)CC2)c2oc3ccccc3c2n1
    17%	-90%	?	-25%	-1%	-0.7	i	-1%	-0.6%
43	CCN1CCN(C(CNS(=O)(=O)c2ccc(Cl)cc2)c2ccccc2)CC1 (centres undefined)
    8%	-12%	0%	0%	0%	-5.0	i	1%	1.4%
44	CC(CP(=O)(O)O)NC(=O)Cc1ccccc1 (centres undefined)
    2%	-27%	6%	5%	13%	-3.3	i	-5%	-0.5%
45	CCC1(c2ccccc2)NC(=O)N(CC(=O)Nc2ccc(S(=O)(=O)NC3=NCCCCC3)cc2)C1=O (centres undefined)
    -3%	9%	9%	-2%	-12%	-4.3	i	-4%	0.2%
46	O=C(CNC(=S)N(CCCN1CCOCC1)Cc1cccs1)NCc1ccccc1
    -5%	3%	?	-8%	8%	-0.1	i	-1%	-0.6%
47	CCc1nnc(NC(=O)c2nc(Cl)ccc2Cl)s1
    -9%	4%	14%	7%	-13%	0.4	i	1%	?
48	CCOc1ccc(C2C(C(=O)Nc3cc(C)on3)c3ccccc3C(=O)N2CCN2CCOCC2)cc1 (centres undefined)
    -9%	13%	7%	4%	0%	-4.7	i	0%	-0.2%
49	COc1cc(OC)cc(-c2c(-c3cccs3)c3cc(-c4ccc(OC)cc4F)ccc3n2C)c1
    6%	-7%	-1%	7%	7%	-2.2	i	?	-1.1%
50	CCC(c1nnnn1C(C)C)N1CCN(C2CCCC2)CC1 (centres undefined)
    13%	0%	11%	1%	3%	-2.9	i	-1%	2.9%

Further results
Results follow in this order: Abeta yeast res	HepG2 viability	Nrf2 block	A549 viability	TGFb inhibitor	CCT chaperon mod	Akt phos inh	Mm-Cpn inhibitor	Nrf2 ARE act
51	CC(C)c1cc(-c2nc(-c3ccc(Cl)cc3)no2)n[nH]1
    0%	-90%	29%	?	?	.	.	.	-0.2%
52	COc1ccc(C(=O)N2CCCc3ccccc32)cc1
    20%	-14%	.	-1%	-1%	-1.7	i	-1%	-0.4%
53	O=C(O)C1(Nc2ccccc2)CCCC1
    26%	3%	-2%	1%	18%	0.0	i	.	-0.9%
54	COc1ccc2c(c1)c(C(=O)O)c(C)n2-c1ccccc1
    -8%	13%	-10%	1%	2%	-0.2	i	-1%	-0.2%
55	Cc1cccc(Nc2nc(N)nc(CSC(=S)N3CCOCC3)n2)c1
    -2%	-26%	?	?	-4%	1.2	i	1%	18%
56	O=C(CN1C(=O)NC2(CCCC2)C1=O)N1CCN(Cc2ccccc2)CC1
    0%	-4%	-19%	1%	-19%	1.9	i	2%	-0.6%

Screening results: PubChem BioAssay, National Center for Advancing Translational Sciences (NCATS)
